Runt-SMMHC FRET: inhibitors of human RUNX1 Runt domain binding to CBFb-SMMHC | Q01196+Q13951 | Cerulean-Runt/Venus-CBFb-SMMHC FRET ratio 530/480, 1 h | inhibition, % at 20 µM | actives 0.74% (n = 220,000);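 active means mean inhibition across duplicate retests at 20 µM reaching about 50%, limit read from the data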;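 further: 0% = DMSO wells and 100% = wells with excess untagged CBFb-SMMHC; inhibitors lower the FRET ratio by blocking Runt binding to CBFb-SMMHC; some results filed as inactive read as strong as hits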
Target sequence (Q01196 whole entry, looked up, the tested form may be a part): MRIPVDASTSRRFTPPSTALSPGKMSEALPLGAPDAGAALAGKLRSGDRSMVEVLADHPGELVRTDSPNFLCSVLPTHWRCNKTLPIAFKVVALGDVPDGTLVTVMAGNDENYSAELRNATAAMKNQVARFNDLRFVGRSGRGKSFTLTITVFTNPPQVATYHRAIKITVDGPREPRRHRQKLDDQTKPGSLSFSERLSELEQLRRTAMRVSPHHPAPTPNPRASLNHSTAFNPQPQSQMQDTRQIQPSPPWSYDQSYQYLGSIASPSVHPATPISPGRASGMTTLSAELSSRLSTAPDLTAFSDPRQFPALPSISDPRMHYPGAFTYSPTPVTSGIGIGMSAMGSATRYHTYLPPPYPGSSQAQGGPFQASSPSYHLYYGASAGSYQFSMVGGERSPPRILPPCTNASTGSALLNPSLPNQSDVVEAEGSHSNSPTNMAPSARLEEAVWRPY
Target sequence (Q13951 whole entry, looked up, the tested form may be a part): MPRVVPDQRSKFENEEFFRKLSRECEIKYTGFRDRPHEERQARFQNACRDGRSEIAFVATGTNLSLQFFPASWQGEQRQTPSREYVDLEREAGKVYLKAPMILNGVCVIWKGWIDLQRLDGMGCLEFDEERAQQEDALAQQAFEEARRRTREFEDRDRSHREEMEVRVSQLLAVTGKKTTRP
NPY-Y1 PAM-ag: potentiates or activates human NPY-Y1 receptor. P25929. NPY-Y1 expressing cells, potentiator/agonist activation. activation, % at 3.6 µM. actives 0.37% (n = 220,000); in the data active means activation above about 33%, passing the limit was not always enough;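 further: cells stimulated with NPY at EC10 then isoproterenol at EC100; 0% = low agonist plus stimulus and 100% = saturating agonist plus stimulus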
Target sequence (P25929 whole entry, looked up): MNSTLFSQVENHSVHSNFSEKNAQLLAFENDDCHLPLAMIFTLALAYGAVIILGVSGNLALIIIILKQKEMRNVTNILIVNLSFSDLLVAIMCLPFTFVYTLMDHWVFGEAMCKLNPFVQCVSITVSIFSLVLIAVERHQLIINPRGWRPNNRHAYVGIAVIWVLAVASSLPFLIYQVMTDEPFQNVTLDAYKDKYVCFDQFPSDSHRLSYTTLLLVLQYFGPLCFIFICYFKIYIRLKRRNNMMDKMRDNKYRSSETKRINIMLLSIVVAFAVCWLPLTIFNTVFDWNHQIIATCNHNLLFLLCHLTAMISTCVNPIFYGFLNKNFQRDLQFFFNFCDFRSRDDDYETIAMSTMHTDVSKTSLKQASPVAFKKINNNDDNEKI
Runt-CBFb FRET: inhibitors of human RUNX1 Runt domain binding to CBFb; Cerulean-Runt/Venus-CBFb FRET ratio 530/480, 1 h; AID 1496; inhibition, % at 20 µM; actives 0.46% (n = 220,000); Q01196+Q13951;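 active means inhibition over about 50% at 20 µM in the single-dose screen, limit read from the data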;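 further: 0% = DMSO wells and 100% = excess unlabeled CBFb competitor control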
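Buffer or medium: Tris pH 7.5 buffer with BSA. Assay system: Cerulean-labeled Runt domain protein. Amount: each fluorescent fusion protein 100 nM. Read-out basis: loss of energy transfer signal. Incubation: 1 h compound exposure, room temperature. Probe or stimulus: Venus-CBFb binding partner, 100 nM. Detection: FRET, excitation 422 nm, emission at 530 and 480 nm.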
MDM2 E3 inh: Mdm2 E3 ligase (human) inhibition | Q00987 | cell-based MDM2 ubiquitination luciferase reporter, 2 h; 0 = plate control, 100 = twice control, blank-subtracted | signal enhancement, % at 5 µM | actives 0.11% (n = 210,000);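 active means signal enhancement of 30% or more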;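 further: luminescence tracks abundance of the self-degrading MDM2-luciferase fusion protein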
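Assay system: mammalian cells stably expressing self-ubiquitinating, self-degrading MDM2 E3–luciferase fusion. Quantity: 2000 cells in each well. Medium: DMEM culture medium. Compound dosing: single-point 5 µM. Timing: cell settling 4 h, compound treatment 2 h, both 37 °C. Technique: luciferase luminescence. Read-out basis: percent signal gain over controls, blank-subtracted. Benchmarks: plate controls and plate blanks.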
p97 ATPase inh: blocks human p97 ATPase activity | P55072 | recombinant p97 ATPase, Kinase-Glo ATP luminescence, 3 h | inhibition, % at 8 µM | actives 0.42% (n = 220,000); in the data active means inhibition above about 15%;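 further: 0% = DMSO vehicle and 100% = wells lacking enzyme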
NPY-Y2 PAM-ag: human NPY-Y2 potentiation or agonism, primary screen | P49146 | cells expressing NPY-Y2, potentiator/agonist read-out | activation, % at 3.6 µM | actives 0.45% (n = 220,000) | AID 1359; in the data active means activation above about 27%;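 further: cells stimulated with NPY near EC25 plus isoproterenol at EC100; 0% = vehicle plus submaximal agonist and 100% = vehicle plus saturating agonist; some results beyond the cut were filed as inactive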
RBBP9 inhibitor: inhibitors of human serine hydrolase RBBP9. O75884. inhibition, % at 7.94 µM. actives 0.2% (n = 220,000). recombinant RBBP9, FP-Rh probe fluorescence polarization;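 active means inhibition above the campaign mean of all tested compounds plus 3 SD, cut at about 14% in these data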;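 further: plate controls were DMSO wells with RBBP9 for no effect and wells lacking RBBP9 protein for full effect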
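Measured by – fluorescence polarization · Test system – RBBP9 protein · Input – 2.5 µM RBBP9 dispensing solution, before mixing · Measure – percent inhibition from mP, scaled between DMSO and no-protein wells · Benchmarks – DMSO-treated enzyme wells and wells lacking RBBP9 · Times – preincubation 30 min plus labeling 45 min at 25 °C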
NPY-Y1 antag: antagonists of human neuropeptide Y receptor Y1 | actives 1% (n = 200,000) | inhibition, % at 3.6 µM | HEK293-CNG Y1 cells, membrane potential fluorescence; NPY at EC95, then isoproterenol | P25929 | AID 1040;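 active means inhibition above the campaign mean inhibition of all tested compounds plus 3 SD, cut at about 20% in these data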;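 further: 0% = DMSO wells given NPY plus isoproterenol and 100% = isoproterenol alone without NPY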
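Material: HEK293 cells with Y1 receptor plus CNG channel; times: compound incubation 1 h at room temperature, readout 45 min post-stimulation; signal: fluorescence, membrane potential probe; read-out basis: fluorescence ratio normalized to % inhibition between controls; benchmarks: full-block control isoproterenol-only wells, zero-block control NPY plus isoproterenol wells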
Hck Nef HTS: blocks Nef-activated human Hck kinase; actives 0.68% (n = 220,000); inhibition, % at 20 µM; Recombinant Hck-YEEI plus Nef, Z-Lyte FRET kinase assay; AID 463187;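 active means Hck-Nef kinase inhibition above about 50%, limit read from the data; inactive means inhibition below that limit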;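 further: 0% = DMSO with Hck plus Nef and 100% = Hck alone without Nef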
* hit, by the source's call; x = no result given.

SMILES	Runt-SMMHC FRET	NPY-Y1 PAM-ag	Runt-CBFb FRET	MDM2 E3 inh	p97 ATPase inh	NPY-Y2 PAM-ag	RBBP9 inhibitor	NPY-Y1 antag	Hck Nef HTS
CS(=O)(=O)c1ccc(C(=O)OCc2nnc(-c3ccccc3)o2)cc1[N+](=O)[O-]	2.3	17.1	6.7	15.1	9.3	7.6	1.0	2.1	32.8
O=C(Nc1nnc(COc2ccccc2)s1)Nc1ccccc1F	1.3	-10.1	0.9	-5.4	-0.4	-21.4	1.1	x	16.4
CCn1c(C)nc2cc(S(=O)(=O)C(F)(F)C(F)C(F)(F)F)ccc21 (centres undefined)	-6.3	18.3	-4.7	-15.9	5.6	5.4	2.6	-1.3	-3.2
CNC(=O)c1ccc(Oc2ccc(C(=O)NC)cc2)cc1	1.8	9.7	-0.4	-11.9	-0.2	25.3	-6.6	-0.8	1.3
CC1(C)Cc2c(C#N)c(NCCN3CCOCC3)nc(-c3ccccc3)c2CO1	2.4	-3.1	-2.9	-10.9	-0.7	1.1	-7.8	x	19.6
Cc1cc(NCCCn2ccnc2)n2ncc(-c3ccccc3)c2n1	1.5	-3.8	-0.5	-73.7	-1.3	5.1	-7.9	-2.4	1.0
N#Cc1c(-c2ccccc2)c(-c2ccccc2)nn(CC(=O)NNC(=O)Nc2ccccc2)c1=O	-0.3	38.0	0.3	-13.4	11.3	7.5	-1.9	-1.2	-0.3
C=CCNC(=O)C(=O)NCC1CCCN1CC (centres undefined)	1.7	13.4	0.1	-5.4	4.5	10.2	-2.1	5.0	21.8
N/C(=N\OC(=O)Cc1cccs1)c1ccc(Cl)cc1	2.7	-6.3	-2.4	-7.3	5.4	8.7	-8.5	x	13.9
CCN1CC(CNCc2cn(-c3ccc(OC)cc3)nc2-c2ccccc2Cl)CC1=O (centres undefined)	-0.9	-7.3	1.1	-11.7	3.1	1.4	0.6	3.0	3.0
COCCN(Cc1cc2cc(C)ccc2nc1Cl)C(=O)Nc1ccccc1OC	x	-16.0	x	-6.4	-5.3	-5.4	-2.8	3.4	16.0
Cc1nn(-c2ccccc2)c(C)c1/C=C1\C(=O)N(C)C(=S)N1C	-0.5	3.5	0.4	-15.7	3.4	-0.3	-6.6	7.3	22.8
COc1ccc(OCc2cn3c(C)cc(C)nc3n2)cc1	-1.5	5.4	0.7	6.0	2.0	1.9	-7.9	0.4	3.1
COc1cc(SC)ccc1C(=O)N1CC(C)OC(C)C1 (centres undefined)	-0.9	-0.3	0.0	-7.7	0.5	-10.0	-9.6	2.5	18.5
CC(C)CCn1c(O)c(N=NC(=O)c2ccco2)c2ccccc21	-7.5	22.3	-12.4	-4.5	1.9	17.1	-8.1	-1.7	4.1
Cc1ccc(NC(=O)CN(C)Cc2cc(=O)n3ccsc3n2)cc1	0.2	0.6	1.7	x	1.9	-8.1	-6.0	x	14.7
COc1ccc(NC(=O)/C=C/c2ccccc2)c([N+](=O)[O-])c1	2.2	5.9	-2.6	7.8	4.2	6.7	-3.5	3.5	1.9
COc1cccc2cc(-c3csc(CCn4nc(C)cc4C)n3)c(=O)oc12	-3.1	-5.3	-2.7	12.8	-1.5	0.9	-5.8	9.5	1.6
NS(=O)(=O)c1ccc(NC(=O)CSc2nnc(Cc3cccs3)n2-c2ccccc2)cc1	-7.5	6.7	0.3	13.5	2.6	4.5	-15.8	-3.2	-0.9
COc1ccccc1C1CCN(C(=O)c2ccco2)CC1	1.4	11.5	2.5	-19.5	-6.2	-3.5	-1.2	x	5.7
O=C(NNc1nc(-c2ccccc2)cs1)c1ccccc1	-7.2	14.9	3.4	5.5	7.0	-5.5	-1.5	-0.2	0.1
COc1cccc(/C=C2/SC(=O)N(CC(=O)N3CCc4ccccc4C3)C2=O)c1OCC(=O)O	-5.0	28.8	1.4	-13.1	1.6	5.4	-6.6	-1.1	9.9
COc1cccc(S(=O)(=O)NCc2ccc(C(=O)Nc3ccc(C)cc3)cc2)c1	-2.8	28.5	-0.5	-8.3	-7.0	-7.5	-5.1	-6.4	0.2
Cc1nc2ccccc2n1CCC(=O)Nc1cccc(F)c1	4.3	-2.5	1.2	-14.0	-0.5	10.4	-0.4	-0.6	8.2
COc1ccc2c(CC(=O)N3CCN(S(=O)(=O)c4cccs4)CC3)coc2c1	3.5	-3.1	-1.8	-9.1	1.0	6.3	-4.2	15.2	7.6
Cc1n[nH]c(C)c1CCN(C)Cc1cn(C)nc1-c1ccccc1F	1.9	10.0	-0.1	3.7	-0.3	-0.9	-7.4	1.2	34.8
Cc1ccc(Cl)cc1N1CCN(C(=O)CN(c2ccccc2)S(=O)(=O)N(C)C)CC1	-1.8	-15.2	-0.9	-8.3	-4.6	-8.8	-7.4	1.7	7.0
CCOc1ccc(Oc2ccc(S(=O)(=O)N3CCOCC3)cc2N)cc1	0.9	19.0	-1.8	-6.2	-4.7	7.3	-5.2	-9.4	8.7
Fc1cccc(Nc2cc(-n3cccn3)ncn2)c1	-0.1	-7.4	-1.1	-17.4	-2.6	2.3	-7.6	-7.6	6.9
C(#CCN1CCOCC1)COC(c1ccccc1)c1ccccc1	-0.3	-24.0	-1.7	-7.5	-2.8	-12.6	-7.5	-1.9	10.9
COc1cccc(/C=C/C(=O)OCC(=O)Nc2cc(C(F)(F)F)ccc2Cl)c1	-6.9	-10.5	-2.3	12.9	-8.1	1.4	-7.6	-2.0	1.9
CCOc1ccc(CN2C(=O)c3ccccc3C2C(=O)NCc2cccnc2)cc1 (centres undefined)	0.6	-2.6	-0.2	-3.3	1.5	12.6	1.5	-1.8	2.0
COc1ccc(NC(=O)C2(c3ccc(NC(=O)c4ccc(OC(C)=O)cc4)cc3)CCCC2)cc1	1.5	-13.6	-2.6	12.4	-2.7	-5.2	-5.8	0.3	9.0
c1ccc(-c2cc3ccccc3nc2N2CCCC2)cc1	-2.8	-14.7	0.5	3.9	-1.4	1.3	-14.5	6.7	0.3
O=C(Nc1cccc(-c2nc3ccccc3s2)c1)c1cc(-n2cnnc2)ccc1Cl	-3.5	14.8	-0.4	0.7	2.4	-1.0	-10.6	-0.6	0.6
O=C(COC(=O)c1cc(S(=O)(=O)N2CCCC2)ccc1O)Nc1ccc(S(=O)(=O)N2CCOCC2)cc1	-1.4	30.1	0.1	5.1	7.3	7.5	-1.3	x	8.6
CC(=O)COc1ncnc2c(Cl)cc(Cl)cc12	-3.6	-0.5	1.6	-2.7	2.1	-3.8	-4.0	-1.4	15.5
COc1cc(C)nc(N(C)C(C)=O)n1	0.4	-18.2	0.1	-12.1	5.3	0.5	-6.1	-2.5	3.1
N=C1c2c(cc(=O)n3c2[nH]c2ccccc23)CN1CCN1CCOCC1	36.7	10.1	7.5	-9.7	2.3	7.6	-1.7	3.9	34.7
Cc1c(Cl)cccc1NC(=O)c1cccc(OC(F)F)c1	-7.1	-19.8	-0.1	-9.3	-0.7	-15.8	-0.1	1.9	2.0
CN1CCN(c2nc3c(c(=O)n(C)c(=O)n3C)n2CC(N)=O)CC1	-6.5	0.0	-0.9	-5.8	6.7	9.0	-0.5	3.5	1.8
O=C(Nc1cccc(C(=O)N2CCCCCC2)c1)c1ccco1	-0.4	-37.4	0.2	-3.3	-1.3	3.1	0.2	-1.7	6.8
O=C(O)C1Cc2ccccc2CN1C(=O)COc1ccc(Cl)cc1 (centres undefined)	3.4	6.4	3.1	-7.5	4.1	-5.7	-8.3	7.8	22.1
COc1ccc(CCNC(=O)CC2SC(=NCCc3ccccc3)NC2=O)cc1OC (centres undefined)	-0.8	5.9	2.4	9.3	2.2	1.0	6.4	2.8	-9.3
CCCCC(=O)Nc1ccc(S(=O)(=O)Nc2nccc(C)n2)cc1	1.1	8.1	-0.6	-0.3	3.7	6.4	11.6	1.9	4.9
CC(=O)c1cc2c(cc1NC(=O)CSc1nc3ccccc3[nH]1)OCO2	2.4	0.8	1.8	-2.7	-2.7	-5.0	-1.8	1.1	4.4
N#CC12CCCCC1CC1CCCCC1(C#N)N2Cc1ccccn1 (centres undefined)	-6.8	12.4	1.7	-13.9	7.0	-6.6	-4.2	1.2	3.4
O=c1[nH]c2ccccc2c2nc(-c3cccc(S(=O)(=O)N4CCCC4)c3)nn12	-3.7	-1.2	-2.2	x	2.4	-0.2	-9.0	x	22.8
Cc1nc2ccc(Nc3nc4cc(S(=O)(=O)N5CCOCC5)ccc4o3)cc2s1	-41.7	14.3	3.6	-26.2	-0.6	-2.7	-9.0	1.3	1.1
Cc1ccc(NC2=Nc3ccccc3CC2)cc1	-2.3	-16.3	0.3	-14.5	3.3	5.9	-13.8	6.4	-21.5
O=C(CN1CCc2ccccc2C1)NCc1ccco1	-5.0	5.7	2.5	-1.8	0.5	-16.1	-5.9	-2.0	2.0
CCN1CCN(C(=O)CN2C(=O)c3cccc4cccc2c34)CC1	-20.7	-12.5	-6.3	0.1	4.7	-8.1	5.9	1.6	8.5
Cc1ccc(-n2c(-c3ccco3)nc3c(cnn3-c3ccc(C)cc3)c2=O)cc1	-1.1	-3.9	-3.3	-14.3	-2.4	6.5	1.0	2.5	0.3
Cc1sc2ncnc(OCC(=O)Nc3ccc4c(c3)OCCO4)c2c1C	-2.0	-22.0	-0.2	x	3.1	-14.5	-3.0	9.4	2.6
O=C(c1ccc(Cl)c(S(=O)(=O)Nc2ccccc2C(=O)N2CCc3ccccc3C2)c1)N1CCc2ccccc2C1	-10.7	-24.9	-7.0	-16.8	-2.1	3.0	-3.8	4.9	1.6

Sorted by SMILES length (smallest number first): four of the compounds above
SMILES	Runt-SMMHC FRET	NPY-Y1 PAM-ag	Runt-CBFb FRET	MDM2 E3 inh	p97 ATPase inh	NPY-Y2 PAM-ag	RBBP9 inhibitor	NPY-Y1 antag	Hck Nef HTS
O=C(CN1CCc2ccccc2C1)NCc1ccco1	-5.0	5.7	2.5	-1.8	0.5	-16.1	-5.9	-2.0	2.0
CCCCC(=O)Nc1ccc(S(=O)(=O)Nc2nccc(C)n2)cc1	1.1	8.1	-0.6	-0.3	3.7	6.4	11.6	1.9	4.9
Cc1ccc(-n2c(-c3ccco3)nc3c(cnn3-c3ccc(C)cc3)c2=O)cc1	-1.1	-3.9	-3.3	-14.3	-2.4	6.5	1.0	2.5	0.3
O=C(c1ccc(Cl)c(S(=O)(=O)Nc2ccccc2C(=O)N2CCc3ccccc3C2)c1)N1CCc2ccccc2C1	-10.7	-24.9	-7.0	-16.8	-2.1	3.0	-3.8	4.9	1.6

High-throughput results from PubChem.

Compounds as they come; 3.5% or so of the library scored in one or more.
